Compound activity as filed in PubChem BioAssay.
beta cell repl: inducers of MIN6 beta-cell proliferation, primary screen, ATP luminescence, uHTS | MIN6 cells proliferation, ATPlite luminescence, 48 h; cells starved in 0.2% serum; 100% = growth in 10% serum | proliferation, % at 10 µM | actives 0.29% (n = 330,000);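 active = compounds whose signal lies at least 3.5 SD above the mean of all wells on their plate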;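 also: 0% = DMSO-treated cells in low-serum medium and 100% = 10% serum control; some compounds called inactive have numbers as strong as hits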
APOBEC3G inh: APOBEC3G DNA deaminase inhibitors, primary screen, biochemical, fluorescence, single-stranded DNA substrate, uHTS; DNA dC->dU-editing enzyme APOBEC-3G (Homo sapiens), Q9HC16; recombinant A3G, ssDNA deamination FAM/TAMRA fluorescence; AID 493012, 2011; actives 0.28% (n = 330,000); inhibition, % at 20 µM;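 active = inhibition of at least 40% at 20 µM, with no more than 30% in the related APOBEC3A deaminase screen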;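 also: plate controls were DMSO wells with A3G for no effect and wells lacking A3G enzyme for full effect; some compounds called inactive have numbers as strong as hits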
Target sequence (Q9HC16 whole entry, looked up): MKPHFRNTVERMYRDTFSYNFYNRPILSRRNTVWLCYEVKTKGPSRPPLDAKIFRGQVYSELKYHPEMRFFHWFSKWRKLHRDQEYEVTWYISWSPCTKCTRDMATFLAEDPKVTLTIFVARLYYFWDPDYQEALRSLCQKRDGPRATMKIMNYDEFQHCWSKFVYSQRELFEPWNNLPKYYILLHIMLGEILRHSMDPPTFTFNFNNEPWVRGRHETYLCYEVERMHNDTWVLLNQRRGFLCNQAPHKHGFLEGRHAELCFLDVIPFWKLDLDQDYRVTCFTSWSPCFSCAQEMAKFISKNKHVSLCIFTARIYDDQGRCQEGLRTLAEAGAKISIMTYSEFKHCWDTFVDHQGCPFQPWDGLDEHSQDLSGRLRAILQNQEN
A3A deaminase: APOBEC3A ssDNA deaminase inhibitors, primary screen, selectivity assay for APOBEC3G inhibitor project, biochemical, FAM/TAMRA oligo cleavage fluorescence | DNA dC->dU-editing enzyme APOBEC-3A (Homo sapiens), P31941 | recombinant A3A, FAM/TAMRA ssDNA deamination fluorescence | inhibition, % at 20 µM | actives 0.41% (n = 330,000) | AID 493011, 2011;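 active = at least 40% inhibition at 20 µM here, with at most 30% in a related deaminase screen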;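 also: plate controls were A3A with DMSO for no effect and wells lacking A3A enzyme for full effect; some results filed as inactive read as strong as hits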
NR3A LBD binder: binders of NR3A ligand-binding domain, primary screen, biophysical, differential scanning fluorimetry, uHTS | Glutamate receptor ionotropic, NMDA 3A (GRIN3A) ligand-binding domain | NR3A LBD differential scanning fluorimetry, Tm shift; 0% = protein alone, 100% = glycine-bound protein | Tm shift relative to glycine control, % at 25 µM | actives 2.5% (n = 340,000) | AID 1259313, 2017;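 active = melting temperature shift of at least 10% of the positive control shift, at one fixed dose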
mIAP block: inhibitors of mouse IAP, primary screen, biochemical, luminescence, uHTS. intestinal alkaline phosphatase [Mus musculus]. purified mouse IAP, CDP-Star luminescence, 30 min. actives 0.2% (n = 330,000). inhibition, % at 10 µM;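 active = inhibition of at least 40% at 10 µM in the primary screen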;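 also: plate controls were DMSO with enzyme for no effect and no enzyme wells for full effect; values of inactives mirror those of a sister screen read the other way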
hIAP inh: human IAP inhibitors, primary screen, biochemical, luminescence, uHTS; Intestinal-type alkaline phosphatase (Homo sapiens), P09923; purified IAP, CDP-Star luminescence, 30 min; inhibition, % at 10 µM; actives 0.12% (n = 330,000); AID 2544, 2010;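 active = inhibition reaching a set limit with compound at 10 µM in the primary screen, cut at about 35% in these data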;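 also: plate controls were DMSO wells with enzyme for no effect and no-enzyme buffer wells for full effect; values of inactives mirror those of a sister screen read the other way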
Target sequence (P09923 whole entry, looked up): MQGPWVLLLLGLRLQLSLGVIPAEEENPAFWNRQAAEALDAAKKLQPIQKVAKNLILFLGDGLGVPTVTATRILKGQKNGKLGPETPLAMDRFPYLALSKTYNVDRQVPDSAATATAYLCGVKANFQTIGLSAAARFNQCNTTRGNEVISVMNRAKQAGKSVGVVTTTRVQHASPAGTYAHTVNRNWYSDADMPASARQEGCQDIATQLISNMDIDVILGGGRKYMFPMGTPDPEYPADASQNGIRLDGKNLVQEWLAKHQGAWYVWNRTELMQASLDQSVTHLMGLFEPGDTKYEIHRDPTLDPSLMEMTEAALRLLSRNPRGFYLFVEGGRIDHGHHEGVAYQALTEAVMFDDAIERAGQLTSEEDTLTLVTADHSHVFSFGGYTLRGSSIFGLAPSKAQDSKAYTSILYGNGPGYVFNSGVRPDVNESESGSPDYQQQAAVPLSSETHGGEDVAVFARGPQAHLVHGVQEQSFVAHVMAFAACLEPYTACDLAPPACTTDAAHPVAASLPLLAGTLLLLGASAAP
hIAP activ: human IAP activators, primary screen, biochemical, luminescence, uHTS; purified human IAP, CDP-Star luminescence, 30 min; hits give high values; 1 = vehicle-only enzyme, 0 = enzyme-free background; actives 0.16% (n = 330,000); activation factor at 10 µM; AID 2524, 2010;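 active = activation factor of the enzyme at least 2-fold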; also: the source names both 10 and 20 µM as test concentration; values of inactives mirror those of a sister screen read the other way
MPTP block: mitochondrial permeability transition pore inhibitors, primary screen, biochemical, isolated mouse mitochondria, absorbance; actives 1.4% (n = 360,000); Ca2+ swelling absorbance, 30 min; inhibition, % at 10 µM; AID 602449, 2012;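 active = inhibition of 50% or more, scaled per plate between neutral and stimulator controls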;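 also: 0% = DMSO wells given calcium and 100% = 1 mM EGTA wells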
mIAP act: activators of mouse IAP, primary screen, biochemical, luminescence, uHTS; intestinal alkaline phosphatase [Mus musculus]; muIAP, CDP-Star luminescence, 30 min; hits give high values; 1 = vehicle-only enzyme signal, 0 = enzyme-free wells; actives 0.24% (n = 330,000); activation factor at 10 µM;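 active = activation factor of at least 2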; also: the source names both 10 and 20 µM as test concentration; values of inactives mirror those of a sister screen read the other way
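Assay system: mouse IAP enzyme; reagent: chemiluminescent substrate CDP-Star; dosing: test compounds delivered from DMSO solution; schedule: 30 min at room temperature; measured by: luminescence from enzymatic CDP-Star hydrolysis; controls: DMSO-only wells and no-enzyme negative control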
Starred values were filed as active, the others as inactive; / = no result given.

SMILES	beta cell repl	APOBEC3G inh	A3A deaminase	NR3A LBD binder	mIAP block	hIAP inh	hIAP activ	MPTP block	mIAP act
O=[N+]([O-])c1cc(-c2ccc(/C=N\n3cnnc3)o2)cc([N+](=O)[O-])c1	-2	-1	8	-4	8	4	0.96	0.9	0.92
CCCCN(C)C(=O)c1cn(CC)c2ccc(S(=O)(=O)N(C)C)cc2c1=O	-2	-5	2	0	7	0	1	0.8	0.93
CCc1cc(C(=O)N2CCN(S(=O)(=O)c3cc(C)ccc3C)CC2)sc1C	-4	-3	-1	0	7	6	0.94	-1.5	0.93
CC(C)(C)NC(=O)C(c1cccs1)N(C(=O)c1csnn1)c1cccc(F)c1 (stereo not given)	-1	-4	-3	0	-11	-30	1.3	0.3	1.1
COCC(=O)Nc1ccc(S(=O)(=O)N2CCCC2)cc1	-5	-3	-3	-2	10	-2	1	-1.6	0.91
Cc1ccc(S(=O)(=O)N2CCN(C(=O)CCn3nc(C)c(C)c3C)CC2)cc1C	0	-2	3	-1	6	5	0.95	-2.1	0.94
O=C(CCl)Nc1cccc(-c2cnc3ccccc3n2)c1	-3	-1	4	4	10	5	0.95	-0.4	0.9
COc1cc2[nH]c3ccccc3c2cc1C	3	-7	-4	0	12	3	0.97	-1.6	0.88
O=C(COC(=O)C1CC(=O)N(Cc2ccco2)C1)c1ccc(OC(=O)c2ccco2)cc1 (stereo not given)	-1	4	26	2	1	20	0.8	-0.4	0.99
CC(C)c1ccccc1NC(=S)N1CCN(S(=O)(=O)c2cccs2)CC1	-4	-3	1	1	4	0	1	-4.1	0.96
Cc1ccc(-c2nc(NC(=O)CSc3ccc4ccccc4n3)ns2)cc1	-4	-7	-1	1	14	8	0.92	-0.7	0.86
Cc1ccc(CNC(=O)/C(C#N)=C\c2ccc(N(C)C)cc2)cc1	-4	-3	-1	/	18	-6	1.1	/	0.81

3 entries from above, sorted by their value in mIAP block, largest number first.
| SMILES | mIAP block |
| --- | --- |
| CCc1cc(C(=O)N2CCN(S(=O)(=O)c3cc(C)ccc3C)CC2)sc1C | 7 |
| CC(C)c1ccccc1NC(=S)N1CCN(S(=O)(=O)c2cccs2)CC1 | 4 |
| O=C(COC(=O)C1CC(=O)N(Cc2ccco2)C1)c1ccc(OC(=O)c2ccco2)cc1 (stereo not given) | 1 |

(cont.)
SMILES	beta cell repl	APOBEC3G inh	A3A deaminase	NR3A LBD binder	mIAP block	hIAP inh	hIAP activ	MPTP block	mIAP act
O=C(O)CCc1nc2ccccc2c(=O)[nH]1	-3	-6	-1	0	-3	-3	1	-0.3	1
Cc1cccc(N=C2NC(=O)/C(=C/c3cccnc3)S2)c1C	0	-2	-1	4	-1	-1	1	3.2	1
Cc1cc(C)cc(NC(=O)[C@H](NC(=O)[C@@H]2Cc3ccccc3CN2)c2ccccc2)c1	-7	1	-2	-3	-10	7	0.93	2.8	1.1
CCOc1ccc(NS(=O)(=O)c2ccc(C(=O)NNC(=O)c3ccccc3O)cc2)cc1	-6	-9	-4	4	27	-89	1.9	0.8	0.73
Cc1[nH]n(C(N)=S)c(=O)c1N=Nc1cccc(Cl)c1	-4	-1	2	10	-1	-18	1.2	-0.8	1
O=C(c1ccc2ccccc2c1)N1CCN(c2ccc([N+](=O)[O-])c(N3CCOCC3)c2)CC1	-4	9	3	17*	22	1	0.99	-1.7	0.78
CCCOc1ccc(/C=N/Nc2ccccc2[N+](=O)[O-])c(OCCC)c1	0	2	5	-3	22	-4	1	10	0.78
CCCCOc1ccc(C(=O)NCC(=O)NCC(c2cccs2)N2CCOCC2)cc1 (stereo not given)	-2	-8	0	-1	-5	-4	1	-0.8	1
COc1ccc(-c2onc(C)c2-c2cnn(-c3ccccc3)c2)c(O)c1C	-4	-11	-3	-4	-5	4	0.96	-0.2	1
CCCCCCCCCCCCS(=O)(=O)CCC(=O)O	-2	-1	3	-2	-4	-2	1	0.9	1
Cc1ccnc(SCC(=O)N2CCCc3ccccc32)n1	0	2	1	-1	-1	-2	1	-2.0	1
O=C(CN(Cc1ccco1)C(=O)CNS(=O)(=O)c1ccc(F)cc1)NCc1ccc(F)cc1	0	-9	-3	-5	-10	-3	1	1.0	1.1
CCc1cccc(CC)c1N(COC)C(=O)Cn1ccccc1=N	2	-6	-16	1	1	-13	1.1	-0.6	0.99
O=C(Nc1ccc2nc3n(c(=O)c2c1)CCCC3)c1cccc(F)c1	-3	-2	-2	0	2	-18	1.2	-0.2	0.98
Cn1c(=O)oc2cc(S(=O)(=O)N3CCCC(C(=O)Nc4ccccn4)C3)ccc21 (stereo not given)	-2	1	2	-1	-1	6	0.94	-0.1	1
COc1ccc(NC(=O)c2sc3nc(-c4cccnc4)ccc3c2N)cc1OC	-1	-1	-2	5	2	-6	1.1	1.0	0.98
COc1ccc(NC(=O)CN(C)S(=O)(=O)c2ccc3c(c2)n(C)c(=O)c(=O)n3C)cc1	-2	-1	-3	2	5	-4	1	-1.2	0.95
CCOCCCNC(=O)Cc1cc(=O)[nH]c(=O)[nH]1	-4	0	1	-2	-2	9	0.91	-0.1	1
COc1ccc(C(=O)CCC(=O)Nc2ccc(N3CCCCC3)cc2)cc1OC	0	-5	-1	2	2	7	0.93	-1.3	0.98
Cc1cccc(NC(=O)[C@@H]2CCCN2C2=NS(=O)(=O)c3ccccc32)c1C	-1	-6	-2	2	-2	18	0.82	0.2	1
N#Cc1nc(COc2ccccc2)oc1N1CCN(Cc2ccccc2)CC1	-2	-2	5	5	3	5	0.95	-4.1	0.97
Cc1ccc(S(=O)(=O)/N=C2/NC(=O)/C(=C\c3cc(Br)cc(Br)c3O)S2)cc1	-5	-20	-10	6	43*	3	0.97	-0.4	0.57
CCCCn1c(SCC(N)=O)nc2c(sc3ccccc32)c1=O	-4	-7	-4	0	-1	2	0.98	-0.7	1
CCc1c(C)nc(SC(C(=O)O)c2ccccc2)c(C#N)c1C (stereo not given)	-3	-13	-1	1	0	1	0.99	0.7	0.99
COC(=O)c1sc2ccccc2c1-n1cccc1C(=O)C(=O)Nc1ccc(F)cc1	-4	-4	2	-2	9	2	0.98	1.4	0.91
S=C(Nc1ccc(Cc2ccncc2)cc1)Nc1cccc(Cl)c1	-2	-4	-1	0	-38	-1	1	93*	1.4
COc1cc(C(=O)OCn2nnc3ccccc3c2=O)cc(OC)c1OC	-1	0	0	2	0	-4	1	-1.4	1
CC1Oc2cc3oc4c(O)c(O)ccc4c(=O)c3c(O)c2C1(C)C (stereo not given)	-6	-9	-5	20*	16	6	0.94	32	0.84
CCn1cc(C(=O)Nc2ccc(F)c(F)c2)cn1	-2	0	3	-6	-4	10	0.9	0.4	1
O=C(COC(=O)c1ccccc1[N+](=O)[O-])NCCCc1ccccc1	-1	1	2	-1	2	19	0.81	-0.9	0.98
Cc1c(NC(=O)CSc2nnc(COc3ccccc3)n2-c2ccccc2)c(=O)n(-c2ccccc2)n1C	0	-4	0	0	-5	-2	1	-1.9	1
COc1cc(OC)c(C2=NOC(C(=O)Nc3c(C)n(C)n(-c4ccccc4)c3=O)C2)cc1Cl (stereo not given)	-4	-8	6	-1	4	-13	1.1	-0.7	0.96
Cc1ccc(CN2CCC(Oc3ccc(C(=O)NCc4ccccn4)cc3)CC2)o1	-3	-3	3	1	-4	-6	1.1	-0.1	1
CCN(C[C@H]1N[C@@](C)(C(=O)OC)[C@H]2C(=O)N(C)C(=O)[C@@H]12)C(=O)c1ccc(C)cc1	2	-4	-1	0	-7	-18	1.2	-1.7	1.1
Cc1ccc(OCc2nnc(SCC(=O)Nc3ccc4c(c3)OCCO4)n2Cc2ccco2)cc1	-6	-4	-2	/	-3	2	0.98	0.8	1
COc1cc(NC(=O)C2CCCCC2)c(OC)cc1NC(=O)CN1CCCCC1	0	-7	1	-2	3	-8	1.1	-5.4	0.97
Cc1nc2c3ccccc3nc(SCC(=O)N3CC(C)CC(C)C3)n2n1 (stereo not given)	1	-1	-2	-3	7	-10	1.1	1.1	0.93
CN(CCc1ccccc1)C(=O)c1cc(COc2ccc(F)cc2Cl)on1	-1	-5	-4	-11	6	3	0.97	-0.2	0.94
Cc1ccc(C(=O)COC(=O)CCC(=O)Nc2cc(Cl)ccc2Cl)cc1[N+](=O)[O-]	-4	-7	-1	2	-1	-3	1	0.9	1
COc1ccc2[nH]c(C)c(CCNC(=S)Nc3cc(C)cc(C)c3)c2c1	-6	-9	-5	0	-75	8	0.92	-0.1	1.8
COc1ccc(-c2noc3c2-c2nc(C4CCCCC4)sc2CC3)cc1	-8	-1	1	3	-5	0	1	2.5	1.1
O=C(NCCN1CCOCC1)c1ccc(-c2ccccc2)cc1	-3	2	-7	7	-4	-16	1.2	-0.8	1
CCCCCC(=O)NCC(C)NC(=O)CCCCC (stereo not given)	0	-8	2	2	-4	-6	1.1	0.7	1
O=C(Nc1ccc(CN2CCOCC2)cc1)c1ccc(-c2cccc(Cl)c2)o1	-5	-5	-4	2	9	22	0.78	0.3	0.91
COc1ccc(-c2nc3ccccc3o2)cc1NC(=O)CSc1ccc(Cl)cc1	0	2	1	3	7	-6	1.1	-2.0	0.93
Cc1ccc(CCN2CC(C(=O)NCCCN3CCCCC3)CC2=O)cc1 (stereo not given)	0	-1	-4	0	12	1	0.99	0.9	0.88
COc1ccc(CC(=O)NCc2n[nH]c(=S)n2-c2cccc(Cl)c2)cc1	0	12	-1	0	9	3	0.97	-1.2	0.91
Cc1ccccc1Oc1nc2ccccc2n2cnnc12	-1	0	-1	-1	7	-8	1.1	-0.9	0.93
Cc1cc(C(C)(C)C)ccc1OCCN1CCCC1	-2	-13	-4	-3	2	13	0.87	12	0.98
COc1ccc(-c2ccc(SCC(=O)Nc3nnc(C)s3)nn2)cc1	-4	-10	-1	-1	6	-7	1.1	-0.4	0.94
Cc1ccc2nc3c(cc2c1)c(NC(=O)C1CCCO1)nn3CC(C)C (stereo not given)	2	-1	2	-2	-46	11	0.89	2.4	1.5
CCn1c2ccccc2c2cc(NS(=O)(=O)c3ccc(C)cc3)ccc21	-6	-1	5	2	-4	7	0.93	3.2	1
COCCNC(=O)c1ccc(C2SCC(=O)N2CCc2ccccc2)cc1 (stereo not given)	0	-1	-6	-1	3	4	0.96	-1.0	0.97
CN(CC(=O)Nc1cccc(F)c1)C(=O)Cn1c(=O)cnc2ccccc21	0	-8	2	0	6	-2	1	-1.8	0.94
Cn1cc(CN2CCC(n3nccc3NC(=O)CCc3ccccc3)CC2)cn1	-4	-6	-4	5	-4	-13	1.1	-1.8	1
